TEAD-YAP inh – TEAD-YAP interaction inhibition, primary screen, TEAD-YAP interaction inhibitor project, luminescence, HEK-TIYL cells; actives 1.4% (n = 640,000); inhibition, % at 9.12 µM; TEAD-Gal4/YAP UAS-luciferase luminescence; in the data active means inhibition above about 32%;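 further: 0% = median of test compound wells and 100% = reference inhibitor wells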
FBW7 act – FBW7 E3 ligase activators, primary screen, biochemical, AlphaScreen, human. actives 0.13% (n = 650,000). normalized activity (activation), % at 26.1 µM. F-box/WD repeat-containing protein 7 (Homo sapiens), Q969H0. AlphaScreen FBW7–phospho-cyclin E peptide binding, activator screen; in the data active means normalized activity above about 1.9%;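 further: purified mutant Fbw7 with reduced substrate affinity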
Target sequence (Q969H0 whole entry, looked up): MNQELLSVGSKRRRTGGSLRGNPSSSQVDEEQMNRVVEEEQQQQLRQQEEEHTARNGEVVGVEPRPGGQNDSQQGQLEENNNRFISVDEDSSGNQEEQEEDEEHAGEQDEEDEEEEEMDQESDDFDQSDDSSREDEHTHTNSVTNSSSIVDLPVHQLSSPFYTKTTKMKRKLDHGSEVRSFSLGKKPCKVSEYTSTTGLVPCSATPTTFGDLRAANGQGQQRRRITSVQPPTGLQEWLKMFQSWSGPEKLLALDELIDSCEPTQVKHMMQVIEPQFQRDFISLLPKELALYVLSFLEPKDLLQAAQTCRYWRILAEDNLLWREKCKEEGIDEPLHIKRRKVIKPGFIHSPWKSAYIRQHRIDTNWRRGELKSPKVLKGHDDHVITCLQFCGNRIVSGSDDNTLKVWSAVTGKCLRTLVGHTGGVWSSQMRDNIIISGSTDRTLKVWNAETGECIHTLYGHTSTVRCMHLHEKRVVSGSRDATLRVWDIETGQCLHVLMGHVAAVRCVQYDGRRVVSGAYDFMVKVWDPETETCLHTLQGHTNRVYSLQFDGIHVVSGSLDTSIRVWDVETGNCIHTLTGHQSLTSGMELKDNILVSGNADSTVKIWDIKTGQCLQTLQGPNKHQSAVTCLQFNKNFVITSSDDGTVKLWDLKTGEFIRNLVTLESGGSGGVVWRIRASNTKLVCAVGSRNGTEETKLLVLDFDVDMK
MITF inh – MITF inhibitors, primary screen, biochemical, AlphaScreen, human; AID 1259374, 2018; Microphthalmia-associated transcription factor (Homo sapiens), O75030; actives 0.91% (n = 650,000); inhibition, % at 2.6 µM; AlphaScreen MITF homodimerization, bead proximity signal; in the data active means inhibition above about 50%;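 further: 0% = vehicle wells with protein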
GPR151 activ – activators of human GPR151, primary screen, cell-based, PathHunter beta-arrestin, luminescence. actives 1% (n = 650,000). PathHunter beta-arrestin GPR151 cells. G-protein coupled receptor 151 (Homo sapiens), Q8TDV0. activation, % at 11.2 µM; in the data active means activation above about 4.9%;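 further: 0% = median of compound wells and 100% = cells with positive control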
Target sequence (Q8TDV0 whole entry, looked up): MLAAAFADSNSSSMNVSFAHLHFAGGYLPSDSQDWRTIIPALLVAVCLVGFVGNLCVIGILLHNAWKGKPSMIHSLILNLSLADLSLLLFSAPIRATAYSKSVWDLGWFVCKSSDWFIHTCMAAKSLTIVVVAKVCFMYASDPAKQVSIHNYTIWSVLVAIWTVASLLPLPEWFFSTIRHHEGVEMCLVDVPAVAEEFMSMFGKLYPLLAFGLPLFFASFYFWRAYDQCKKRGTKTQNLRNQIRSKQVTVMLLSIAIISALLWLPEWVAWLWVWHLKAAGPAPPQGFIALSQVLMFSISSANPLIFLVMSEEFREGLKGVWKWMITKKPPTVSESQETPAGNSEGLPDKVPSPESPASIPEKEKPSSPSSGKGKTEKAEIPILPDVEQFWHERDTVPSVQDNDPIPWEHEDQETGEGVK
The depositor's hits bear a star.

SMILES	TEAD-YAP inh	FBW7 act	MITF inh	GPR151 activ
CC1CCCC(C)N1C(=O)C1C2C=CC(C2)C1C(=O)O (stereo not drawn)	8	0.0	-18	0.1
Cc1cccc(NC(=O)/C(=C\c2ccco2)NC(=O)c2ccc([N+](=O)[O-])cc2)c1	5	0.0	1	-0.6
COc1ccc(C(=O)CC(=O)c2ccc(OC)cc2)cc1	-15	0.1	0	-0.1
COc1cc(NC(=O)CN(C)S(=O)(=O)c2cnc[nH]2)cc(OC)c1	-4	0.1	12	1.7
COc1ccc(CCN2C(=O)C3C(C(=O)Nc4ccc(C)c(Cl)c4)C4C=CC3(O4)C2C(=O)NC2CCCCC2)cc1OC (stereo not drawn)	2	-0.1	-8	1.0
CCOc1ccccc1/C=N/NC(=O)c1ccc([N+](=O)[O-])cc1Cl	7	0.1	11	-1.2
CCC(=O)Nc1nc(C)c(-c2csc(Nc3ccc(S(=O)(=O)Nc4cc(C)on4)cc3)n2)s1	-5	0.1	-21	-0.9
Cc1cc(I)ccc1NCC(=O)NN	-4	-0.2	-10	1.3
O=C1NC(=O)N(c2ccc(Cl)cc2)C(=O)/C1=C/c1ccc(N2CCCC2)o1	-3	-0.1	9	-1.4
CCCN1C(=O)CC(Nc2ccc(N3CCOCC3)cc2)C1=O (stereo not drawn)	-7	-0.2	16	-1.9
CCCCSc1nc2c(c(=O)[nH]1)C(c1cccnc1)C1=C(CCCC1=O)N2 (stereo not drawn)	-4	0.0	10	-1.2
O=C(CCc1nnc(CCCCc2ccccc2)o1)N(CCO)Cc1ccccc1	1	-0.1	-3	-1.4
Cc1ccc(C)c(N2CCN(S(=O)(=O)c3c(C)nc4sccn4c3=O)CC2)c1	4	0.3	0	-0.1
O=C(NCc1ccccn1)c1ccc(Br)cc1	0	0.0	-3	-0.2
Oc1ccc(-c2nc3cnccn3c2NCc2ccc(F)cc2)cc1O	-31	-0.1	8	0.1
CC(C)CCN1C(=O)C(C)(C)COc2cc(NS(=O)(=O)Cc3ccccc3F)ccc21	-3	0.1	-4	0.3
COc1ccc2[nH]cc(CCNS(=O)(=O)c3ccc(-n4cnnn4)cc3)c2c1	8	0.8	18	0.3
O=C(c1ccc([N+](=O)[O-])cc1[N+](=O)[O-])N1C(=O)c2cccc3cccc(c23)C1=O	4	0.0	9	1.4
O=C1NC(=O)C(=Cc2ccc(OCc3ccc(F)cc3)c(Br)c2)C(=O)N1	-43	-0.1	7	-0.6
Cc1ccc(NC(=O)CC(C)(C)C)cc1Cl	-6	0.1	-2	5.2*
COc1ccc(/C=C(/NC(=O)c2ccccc2Cl)C(=O)Nc2ccc(OC)cc2)cc1	1	0.7	-6	-1.4
CCOC(=O)N1CCN(C(=O)c2cc3c(Cl)nc4ccccc4c3s2)CC1	-14	0.0	0	0.3
CCCCOc1ccc(C(=O)Oc2ccc(C#N)cc2)c(Cl)c1	7	-0.1	-1	0.7
CCOC(=O)c1c(NC(=O)CNCCc2ccccc2)sc2c1CC(C)(C)NC2(C)C	12	-0.4	22	0.7
Cc1ccc(-c2ccc(/C=C(\C#N)c3nn(-c4ccccc4)c(N)c3C#N)o2)cc1Cl	-1	0.1	-5	-0.4
O=C(NCCc1ccccc1)c1ccc(CNC(=O)c2cccc(Br)c2)cc1	-6	-0.2	3	-0.9
CSc1nc2ccc3nc(NC(=O)c4ccc(S(=O)(=O)N5CCCCC5)cc4)sc3c2s1	16	0.7	2	-0.6
CCOc1cc(C=O)cc(I)c1OC(C)=O	7	0.2	12	1.3
COc1cc2nc(Nc3cc(OC)c(OC)c(OC)c3)nc(Nc3ccc(N4CCOCC4)cc3)c2cc1OC	-1	-0.3	8	-0.9
OC1(C2(O)CCCCC2)CCCCC1	2	-0.1	-7	-0.1
Cc1ccc(C(=O)Nc2cccc(Cl)c2)cc1S(=O)(=O)N1CCCCC1	-35	0.2	14	1.4
COc1ccc(Cl)cc1NC(=S)NNC(=O)c1cccs1	-22	0.7	20	-1.7
COc1ccccc1O[C@@H]1O[C@H](COC(C)=O)[C@@H](OC(C)=O)[C@H](OC(C)=O)[C@H]1NC(C)=O	3	0.0	-8	0.7
CCOc1ccc(N(C)S(=O)(=O)c2ccc3[nH]cc(C(=O)N4CCC(C)CC4)c(=O)c3c2)cc1	14	-0.1	1	1.8
Cc1cccc(NC(=O)C(=O)/C=C(\O)c2ccc(F)cc2)c1C	-49	-0.1	10	-0.2
CCCCOc1ccc(N2CC(C(=O)NCc3ccc(CC)cc3)CC2=O)cc1 (stereo not drawn)	-2	-0.2	1	0.6
O=C(CSc1nc2cc(C(=O)NCc3cccc(Cl)c3)ccc2c(=O)n1-c1ccccc1)c1ccccc1	3	-0.1	-5	0.1
CCOC(=O)c1cnc2ccc(C(=O)OC)cc2c1NCCN1CCOCC1	6	0.0	3	0.6
CC(C)n1c(N2CCN(C(=O)Nc3ccc(F)cc3F)CC2)nc2ccccc21	-5	0.1	14	-0.8
O=C(Nc1nc2ccccc2s1)C1CCN(c2nc3ccccc3s2)CC1	-1	0.0	29	-0.1

One compound at a time, as listed above. Order of screens: TEAD-YAP inh, FBW7 act, MITF inh, GPR151 activ
`Cc1ccc(-c2ccc(/C=C(\C#N)c3nn(-c4ccccc4)c(N)c3C#N)o2)cc1Cl` across the screens: -1, 0.1, -5, -0.4
`CSc1nc2ccc3nc(NC(=O)c4ccc(S(=O)(=O)N5CCCCC5)cc4)sc3c2s1` across the screens: 16, 0.7, 2, -0.6
`O=C(CSc1nc2cc(C(=O)NCc3cccc(Cl)c3)ccc2c(=O)n1-c1ccccc1)c1ccccc1` across the screens: 3, -0.1, -5, 0.1
`CCCCOc1ccc(C(=O)Oc2ccc(C#N)cc2)c(Cl)c1` across the screens: 7, -0.1, -1, 0.7
`CCOC(=O)c1cnc2ccc(C(=O)OC)cc2c1NCCN1CCOCC1` across the screens: 6, 0.0, 3, 0.6

(continued)
SMILES	TEAD-YAP inh	FBW7 act	MITF inh	GPR151 activ
CCNC(=O)C(Cc1c[nH]c2ccccc12)NC(=O)OC(C)(C)C (stereo not drawn)	-12	0.5	4	-1.2
CCOc1cccc(/C=N\NC(=O)Cc2cccs2)c1O	-16	-0.1	29	-1.3
O=C(NCCc1ccc(O)cc1)c1cnc(-c2ccccc2)s1	-18	0.2	15	0.8
NC(=O)c1ccccc1NC(=O)c1c(O)c2c([nH]c1=O)CCCC2	-24	1.4	6	-0.8
OCC1(Cc2ccccc2)CCN(Cc2cccc3cccnc23)CC1	13	-0.1	7	-2.1
COc1ccc2cc(S(=O)(=O)N3CCN(S(=O)(=O)c4ccc5cc(OC)ccc5c4)C(C)C3)ccc2c1 (stereo not drawn)	-6	-0.3	4	-0.4
COC(C(=O)Nc1ccnn1C1CCN(Cc2ccc3nonc3c2)CC1)c1ccccc1 (stereo not drawn)	6	0.1	9	-0.8
COc1cc2c(=O)n(Cc3ccco3)c(=O)n(CC(N)=O)c2cc1OC	9	-0.1	3	-0.3
Cn1cc(NC(=O)Nc2cccc(Cl)c2Cl)c(C(N)=O)n1	-14	-0.1	-6	0.1
COc1ccc(NC(=O)CCS(=O)(=O)c2ccc(C)cc2)cc1OC	0	0.2	15	-1.1
COCCCNC(=O)C(=O)Nc1ccc(Br)cc1	-47	0.0	-4	-1.2
O=S(=O)(Nc1ccc2c(c1)N(S(=O)(=O)c1ccccc1)CCC2)c1ccccc1Cl	-6	-0.1	1	-0.4
CCOC(=O)c1cc(NC(=O)c2ccc(OC)cc2)c(=O)n2c1oc1ccccc12	5	0.0	11	-0.1
Cc1ccc(NC(=O)c2cc(S(=O)(=O)N3CCCCC3)c[nH]2)cc1Cl	-17	0.1	-9	-0.5
CCCNC(=O)Cn1nc(CC)n2c(cc3ccsc32)c1=O	2	0.6	-8	-0.4
COc1cc2nc(Nc3cnccn3)nc(NC3CC3)c2cc1OC	15	-0.1	5	2.1
Cc1c(Cl)cccc1NC(=O)C1CC(=O)N(C(C)c2ccccc2)C1 (stereo not drawn)	7	-0.1	-3	1.6
O=C(N/N=C/c1cc([N+](=O)[O-])cc(Br)c1O)c1cccc(F)c1	-13	-0.7	11	0.6
O=C(CCn1c(=S)[nH]c2ccccc2c1=O)Nc1ccc(Oc2ccccc2)cc1	6	0.3	1	-0.4
CC(C)(/C=N/O)/[N+]([O-])=C/c1ccccc1	6	0.0	-10	0.2

Part of the list above, as comma-separated lines:
mol,TEAD-YAP inh,FBW7 act,MITF inh,GPR151 activ
Cn1cc(NC(=O)Nc2cccc(Cl)c2Cl)c(C(N)=O)n1,-14,-0.1,-6,0.1
COc1ccc(NC(=O)CCS(=O)(=O)c2ccc(C)cc2)cc1OC,0,0.2,15,-1.1
COCCCNC(=O)C(=O)Nc1ccc(Br)cc1,-47,0.0,-4,-1.2

Remaining list, next part
SMILES	TEAD-YAP inh	FBW7 act	MITF inh	GPR151 activ
COc1ccc(CNc2ccnc3c(-c4ccc(N5CCOCC5)cc4)cnn23)cc1	-3	0.1	-22	0.3
Oc1ccccc1C1CC(c2ccc(Br)cc2)=NC(c2ccc(Cl)cc2)N1 (stereo not drawn)	-25	0.1	4	-0.5
Cc1c(Cl)cccc1NC(=O)CSC1=NCCS1	0	-0.3	2	0.8
CCN(CC)C(=O)C(=O)N/N=C/c1cc(OC)ccc1OC	-1	0.3	-5	1.5
CCCCC1CN(CCC(=O)NC(C)c2n[nH]c(C)n2)Cc2ccccc2O1 (stereo not drawn)	15	-0.1	9	-0.5
O=C(Nc1ccccn1)C1COc2ccccc2O1 (stereo not drawn)	-89	0.0	0	-0.4
CCN(CC)C(=O)c1ccc(S(=O)(=O)c2ccc(Cl)c(Cl)c2)cc1	11	0.0	14	0.8
O=C(/C=C/c1ccc(Cl)cc1)Nc1ccc2c(c1)OCO2	-15	-0.1	-2	1.9
O=C(c1cnn2ccccc12)N(Cc1ccco1)C1CCCC1	-15	0.0	-5	-0.4
O=C(CSc1nnc(-c2ccccc2)n1C1CCCCC1)N1CCCC1	14	0.1	15	3.5
Cc1cccc(S(=O)(=O)N2CCCC2)c1	8	0.0	3	1.2
CCc1ccc(C2C(C#N)=C(N)Oc3n[nH]c(C(C)C)c32)cc1 (stereo not drawn)	5	0.1	6	0.5
COC(CN1C(=O)C(=O)/C(=C(/O)c2ccccc2)C1c1cccnc1)OC (stereo not drawn)	4	-0.1	0	5.9*
C=CCc1c(C)nc2nc(SCC(=O)Nc3cccc(OC)c3)nn2c1C	1	0.2	5	0.2
CCn1c(=O)c(=O)[nH]c2cc(C(=O)NCCC(c3ccccc3)c3ccccc3)ccc21	6	0.0	0	1.6
COc1ccc(NC(=O)c2ccc3c(c2)C(=O)N(c2cc(C)on2)C3=O)c(OC)c1	7	0.5	-91	-0.8
CCOCCn1c(=NC(=O)C2CCCCC2)sc2cc(NC(C)=O)ccc21	-9	0.0	4	1.6
CCOC(=O)N1CCN(S(=O)(=O)c2ccc(C(=O)Nc3nc(-c4ccc(F)cc4)cs3)cc2)CC1	-6	0.1	-1	-1.4
O=C(N/N=C\c1c[nH]c2ccccc12)C1C2CCCCC21 (stereo not drawn)	-10	0.0	11	-0.4
CC(=O)OCCCNC(=O)/C(=C/c1ccc(Br)cc1)NC(=O)c1ccco1	-6	0.6	12	1.7

Three entries picked at random from those above, as already listed:
SMILES	TEAD-YAP inh	FBW7 act	MITF inh	GPR151 activ
Cc1cccc(S(=O)(=O)N2CCCC2)c1	8	0.0	3	1.2
COc1ccc(NC(=O)c2ccc3c(c2)C(=O)N(c2cc(C)on2)C3=O)c(OC)c1	7	0.5	-91	-0.8
CCc1ccc(C2C(C#N)=C(N)Oc3n[nH]c(C(C)C)c32)cc1 (stereo not drawn)	5	0.1	6	0.5

Next part.
SMILES	TEAD-YAP inh	FBW7 act	MITF inh	GPR151 activ
c1cnc2c(-c3cnc4ccc(NCc5ccc6c(c5)OCO6)nn34)cccc2c1	-12	0.0	-1	0.1
CC(C)(C)NC(=O)c1ccnc(C(C)(C)C)c1	-9	-0.2	-1	-1.2
CN1C(=O)C(CC(=O)Nc2ccccc2[N+](=O)[O-])SC1=Nc1ccccc1 (stereo not drawn)	12	0.0	-7	-2.3
COC(=O)CN1C(=S)N(C)C(=O)/C1=C/c1ccc(-c2ccccc2[N+](=O)[O-])o1	-5	-0.4	-3	-0.8
O=[N+]([O-])c1ccccc1/C=N/Nc1nncc(-c2ccccc2)n1	-29	-0.1	-7	0.0
CCCCNC(=O)c1cc(Sc2ccc(F)cc2)nc2ccccc12	-11	0.1	8	0.9
CCNC(=O)N1CCN(CC(=O)c2cccs2)CC1	-2	0.7	3	-0.3
O=C(N/C(=C\c1ccc2c(c1)OCO2)C(=O)N1CCOCC1)c1ccccc1Br	-4	0.0	0	4.0
COc1ccc(C2=NC3(CCCCC3)N(CC(=O)Nc3ccc4c(c3)OCCO4)C2=O)cc1	7	0.4	4	-0.6
O=C(COc1ccccc1Cl)Nc1cc(C(=O)O)cc(C(=O)O)c1	-1	0.0	21	-0.4
Cc1ccc(NC(=O)c2ccco2)cc1N	6	0.1	4	2.1
CCOC(=O)N1CCC(Nc2c(Nc3cccc(CC)c3)c(=O)c2=O)CC1	-1	0.1	15	0.3
CC(C(=O)N1CCN(C2c3ccccc3-c3ccccc32)CC1)N1C(=O)c2ccccc2C1=O (stereo not drawn)	-10	0.5	26	-1.5
COCCN(C(=S)Nc1ccccc1OC)C(C)c1ccccn1 (stereo not drawn)	0	-0.1	1	0.1
CSc1ccc(/C=N/OCC(=O)Nc2ccc(C#N)cc2)cc1	-1	0.6	1	-0.1
O=S(=O)(c1ccccc1)N1CCC(c2nc3ccc(Cl)cc3[nH]2)CC1	16	0.0	12	0.8

High-throughput results deposited in PubChem by The Scripps Research Institute Molecular Screening Center.
